From PubChem BioAssay
Statin myotox sup – suppression of simvastatin myotoxicity; C2C12 myotubes + simvastatin, ATP luminescence, 48 h; scaled: DMSO 0, geranylgeraniol control 100; 330,000 compounds, 0.78% hits; rescue of ATP level, % at 7.49 µM; AID 602340;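 active = mean ATP rescue above about 67%, or every replicate alone reaching that limit, limit read from the data, passing the limit was not always enough; inconclusive = no clear call, values can overlap the other calls; inactive = mean under the limit and some replicate under it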;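 note: myotubes were challenged with 10 µM simvastatin during compound exposure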
E-sel inducer – E-selectin induction on HUVECs; 260,000 compounds, 0.37% hits; P16581; activation, % at 7.58 µM; HUVEC E-selectin immunofluorescence imaging; normalized: neutral wells 0, TNF-alpha wells 100;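 active = mean E-selectin-positive cell signal at least 10% of the positive control, reached in at least 60% of replicates, without over 20% cell loss; inconclusive = no rule given, readout overlaps actives, possibly toxicity-flagged; inactive = the rest, including those meeting only one limit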;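 note: in these data hits start at about 27%; measured in HUVEC primary endothelial cells; signal is the percent of cells scored E-selectin positive by PE staining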
Target sequence (P16581 whole entry, looked up): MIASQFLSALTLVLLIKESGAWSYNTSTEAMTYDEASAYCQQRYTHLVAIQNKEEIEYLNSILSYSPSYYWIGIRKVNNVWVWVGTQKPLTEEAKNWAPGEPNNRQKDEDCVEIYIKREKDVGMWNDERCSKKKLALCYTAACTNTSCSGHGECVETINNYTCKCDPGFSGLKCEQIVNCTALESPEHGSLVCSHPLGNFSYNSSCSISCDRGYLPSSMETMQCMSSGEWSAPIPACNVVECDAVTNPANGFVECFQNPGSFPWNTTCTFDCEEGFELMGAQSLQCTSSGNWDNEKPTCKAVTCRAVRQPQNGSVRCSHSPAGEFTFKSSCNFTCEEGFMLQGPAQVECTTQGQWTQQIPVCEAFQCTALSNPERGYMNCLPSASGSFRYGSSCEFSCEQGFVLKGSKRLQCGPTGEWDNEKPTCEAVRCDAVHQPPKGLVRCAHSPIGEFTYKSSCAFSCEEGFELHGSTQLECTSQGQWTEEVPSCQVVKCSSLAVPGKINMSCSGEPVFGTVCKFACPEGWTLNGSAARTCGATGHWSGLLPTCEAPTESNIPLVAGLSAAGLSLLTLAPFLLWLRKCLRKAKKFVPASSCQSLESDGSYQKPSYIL
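Test system – human umbilical vein endothelial cells (HUVEC), E-selectin induction · Input – 3,000 HUVEC seeded per well · Buffer or medium – EGM-2, gelatin · Compound dosing – single-point compound dose · Detection – immunofluorescence imaging · Measure – percent E-selectin-positive cells · Controls – TNF-alpha high, DMSO low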
ERp5 inh – ERp5 (human) disulfide isomerase inhibition; Q15084; ERp5 insulin aggregation, absorbance 650 nm, 90 min; inhibition, % at 9.99 µM; 350,000 compounds, 0.05% hits; AID 651711;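 active = mean replicate inhibition above about 25%, with every replicate also reaching it, limit read from the data, passing the limit was not always enough; inconclusive = only one of those two criteria met; inactive = neither criterion met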
DENV2 CPE – DENV2-induced cell death inhibition. DENV2-infected cells, cytopathic effect rescue, plate reader. CPE inhibition, % at 9.99 µM. 350,000 compounds, 1.7% hits; in the data active = CPE inhibition above about 20%, passing the limit was not always enough; inconclusive = no clear call, values can overlap the other calls; tested in BHK-21 cells;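 note: 0% = median of neutral control wells and 100% = median of positive control wells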
S100A4 inh HTS – S100A4-myosin IIA interaction inhibition; 360,000 compounds, 0.14% hits; S100A4/TAMRA-MyoIIA peptide fluorescence polarization; inhibition, % at 10.7 µM; P26447;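 active = mean inhibition of at least 70% across replicates, with every replicate also reaching that level; inconclusive = mean inhibition reaches 70% but some replicates fall short; inactive = mean inhibition below 70%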
Target sequence (P26447 whole entry, looked up): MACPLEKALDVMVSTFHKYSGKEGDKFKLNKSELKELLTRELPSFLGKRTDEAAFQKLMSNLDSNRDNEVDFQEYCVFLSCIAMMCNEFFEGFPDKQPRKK
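Test system – S100A4 monomer (human) · Compound – single-point compound testing · Schedule – 5 min incubation before reading · Probe or stimulus – TAMRA-labelled myosin IIA heavy-chain peptide probe, 5 nM · Benchmarks – neutral control DMSO, positive control TFP · Medium – Calcium-containing HEPES buffer, pH 7.2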
PglD DTNB – blocks C. jejuni PglD acetyltransferase activity | purified PglD enzyme, DTNB colorimetric CoA detection | inhibition, % at 12.5 µM | 360,000 compounds, 0.098% hits | AID 602405; in the data active = inhibition above about 16%, passing the limit was not always enough; inconclusive = no clear call, values can overlap the other calls; note: strong numbers were not always called active
SIRT5 block – inhibitors of human sirtuin-5 desuccinylase; Q9NXA8; Purified SirT5, succinyl-peptide AMC, trypsin-coupled fluorescence; inhibition, % at 15 µM; 330,000 compounds, 1.1% hits; AID 652115; in the data active = inhibition above about 15%; inconclusive = no clear call, values can overlap the other calls
Target sequence (Q9NXA8 whole entry, looked up): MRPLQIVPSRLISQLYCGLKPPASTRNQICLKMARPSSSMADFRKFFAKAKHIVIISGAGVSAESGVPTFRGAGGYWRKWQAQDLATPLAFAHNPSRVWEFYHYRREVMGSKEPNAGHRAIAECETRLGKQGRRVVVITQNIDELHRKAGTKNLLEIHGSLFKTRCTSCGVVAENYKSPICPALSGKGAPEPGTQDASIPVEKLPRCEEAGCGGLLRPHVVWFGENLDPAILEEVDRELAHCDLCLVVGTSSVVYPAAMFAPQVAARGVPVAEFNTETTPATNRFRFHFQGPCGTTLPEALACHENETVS
Active calls of the source: *; ? = inconclusive; / = no result given; & = joins results of further samples. A portion of the library. The share of hits here may be higher or lower than overall.

SMILES | Statin myotox sup | E-sel inducer | ERp5 inh | DENV2 CPE | S100A4 inh HTS | PglD DTNB | SIRT5 block
Cc1ccccc1-n1c(=S)[nH]c2nc3c(cc2c1=O)COC(C)(C)C3 | -8 | 0.0 | 4 | -6 | -12 | / | 0
Cc1onc(-c2c(Cl)cccc2Cl)c1COC(=O)c1ccc(Cl)cc1[N+](=O)[O-] | 17 | 0.4 | -2 | 7 | -1 | / | 4
CC(C)N(N=Nc1ccc([N+](=O)[O-])cc1)C(C)C | / | / | 3 | -4 | -1 | / | 1
COc1ccccc1-c1ccc2n(c1=O)C[C@H]1[C@H](CO)[C@@H](C(=O)NC3CCC3)N(C(=O)C3CCC3)[C@@H]21 | 10 | 0.2 | -5 | -8 | 19 | 0 | -6
C=CCn1c(SCC(=O)N2CCN(c3ccccc3)CC2)nnc1-c1ccco1 | 3 | / | 0 | / | -1 | -4 | -3
COCCn1cnnc1SCC(=O)Nc1cc(C)on1 | 8 | -0.2 | -2 | 11 | -11 | / | -4
Cc1cc(C)c(S(=O)(=O)NCCc2cc3ccc(C)c(C)c3[nH]c2=O)c(C)c1 | 2 | / | -3 | 0 | -4 | -1 | 0
O=C(CSc1ccccc1F)Nc1ccc(N2CCOCC2)cc1 | -21 | / | 0 | -3 | 2 | 1 | -1
O=C(O)c1cn(-c2ccc(F)cc2)c2cc(N3CCNCC3)c(F)cc2c1=O | 4 | -2.2 | 1 | -7 | -2 | 5 | -4
O=C(C1CCC1)N1C[C@@H]2N[C@H](C1)C2c1ccc(/C=C/c2ccccc2)cc1 (some centres undefined) | / | -0.1&0.0 | -2&-5 | -4&-6 | 3&-2 | / | -3&4
O=C(Nc1ccon1)c1ccc(Br)s1 | -4 | 0.2 | 4 | -2 | 3 | -3 | -4
O=C(Nc1ccc(C(F)(F)F)cc1)N1CCN(C(=O)c2ccco2)CC1 | 17 | / | 3 | 11 | 0 | -1 | -2
Cc1ccc(C(=O)N(Cc2nnc(-c3ccccc3Cl)o2)C2CC2)o1 | 5 | -0.1 | 1 | 9 | -6 | -1 | /
S=C1NC[C@H](Cc2ccccc2)N1CC1CCN(CCCC2CCCC2)CC1 | 6 | 0.1 | -6 | 11 | 0 | -1 | -2
Cc1ccc2cc(C)c(SCC(=O)NCc3ccco3)nc2c1 | 2 | / | 4 | -2 | -2 | 6 | -4
C=CCNC(=O)COC(=O)c1cc(S(=O)(=O)N2CCOCC2)ccc1N1CCCCC1 | 2 | / | 1 | / | 4 | 1 | -4
Cc1ccc(OCCNC(=O)c2ccccc2SCC(=O)N2CCCC2)cc1 | -1 | / | 2 | -3 | -3 | -7 | -2
CN(C)C(=O)c1cccc(-c2ccc([C@@H]3[C@H](CO)N4CCCCN(Cc5cccnc5)C[C@@H]34)cc2)c1 | / | -0.3 | 7 | 16 | -8 | -1 | 1
O=S(=O)(c1ccc(F)cc1)N1CCCCN2[C@H](CO)[C@H](c3ccc(C#CC4CC4)cc3)[C@@H]2C1 | 0 | 0.4 | -5 | 2 | 3 | -5 | 13
O=C(O)COCC(=O)Nc1ccc2c(c1)ncn2CCc1ccccc1 | -2 | -0.2 | 4 | 6 | -4 | -6 | -4
Cc1ccc(S(C)(=O)=NC(=O)NC(=O)c2c(F)cccc2Cl)cc1 (centres undefined) | / | 0.1 | 1 | 3 | 8 | / | -4
COc1ccc(S(=O)(=O)Nc2cccc3c2O[C@H](CN(C)S(=O)(=O)c2ccc(F)cc2)[C@@H](C)CN([C@H](C)CO)C3=O)cc1 | 39 | -0.4 | 1 | -10 | 5 | -4 | 4
Cc1ccc(S(=O)(=O)NCCC(=O)NCCSc2ccc(Br)cc2)cc1 | -1 | -0.1 | -4 | -4 | 0 | -4 | 0
O=C(CCCC(=O)c1ccccc1)Nc1ccc(O)cc1 | -5 | / | 0 | -3 | -2 | 7 | -4
COc1cccc(C(=O)Nc2ccc3c(c2)OC[C@@H](C)N(CC2CC2)C[C@@H](C)[C@@H](OC)CN(C)C3=O)c1 | 1 | 0.4 | -1 | -14 | 11 | 0 | -1
C=CCNC(=O)c1onc(CSc2ccncc2)c1C(=O)NCC=C | -8 | 0.8 | 0 | 7 | -1 | 7 | 1
CC(=O)N(C(C)=O)c1nc2nc(C)cc(C)n2n1 | / | 0.1 | 9 | 18 | 3 | -5 | 5
O=C(CCS(=O)(=O)c1ccccc1)Nc1ccc(N2CCOCC2)cc1 | / | 0.0 | -2 | 3 | -8 | / | -5
COc1cc(OC)c2c(c1)S(=O)(=O)C(c1ccccc1)=C2N | / | 0.0 | -8 | -7 | -3 | / | 1
COCCN(Cc1cc2cc(C)ccc2n2nnnc12)C(=S)Nc1ccc(C)cc1 | / | 4.3 | -2 | 3 | 1 | / | 1
O=C(O)/C=C/c1ccc(S(=O)(=O)N2CCCCCC2)cc1 | -9 | 1.4 | 10 | -4 | -4 | -1 | 0
Cc1ccc(-c2cnc3c(c2)C(=O)N([C@H](C)CO)C[C@H](C)[C@@H](CN(C)C(=O)Cc2ccncc2)O3)cc1 | -3 | 0.0 | 0 | 27* | 5 | 7 | 4
CNC(=O)CCSSCCC(=O)NC | / | / | -1 | 0 | -2 | / | /
COc1ccc(S(=O)(=O)NCC2CCCN(C(=O)CN3CCCCC3)C2)cc1 (centres undefined) | / | / | 1 | 0 | 1 | / | 1
Cc1ccc(NC(=O)COC(=O)Cn2cnc3ccccc32)c(C)c1 | 1 | 0.1 | 4 | 2 | -1 | -7 | 0
CCC1CN(C(=O)NCc2cccc(OC)c2)c2ccccc2O1 (centres undefined) | 7 | 0.0 | 0 | 6 | 1 | -1 | -4
CCCCc1ccc(NC(=O)CC(C)C)cc1 | -30 | 0.1 | -1 | 6 | -6 | / | 2
O=C(COc1ccc(/C=N/NC(=O)c2ccc(O)cc2)cc1)Nc1ccc([N+](=O)[O-])cc1 | -3 | 1.9 | / | / | / | 7 | /
Cc1cc(C)n(CC(=O)NNC(=O)CCCOc2ccc(Cl)c(C)c2)n1 | 10 | / | 3 | 0 | -2 | -5 | -2
CCCCN(C)c1c(C)nc2ccc(C(=O)NCc3ccc4c(c3)OCO4)cn12 | -29 | -1.3 | -1 | 14 | 0 | 4 | 3
O=C(Nc1ccc2c(c1)OCO2)N[C@@H]1CC[C@@H](CC(=O)N2CCN(c3ccccc3)CC2)O[C@@H]1CO | -5 | 0.6 | 1 | 5 | 13 | 3 | 4
Cc1c(C(c2cc(O)ccc2O)c2c(C)n(C)n(-c3ccccc3)c2=O)c(=O)n(-c2ccccc2)n1C | 10 | 0.0 | 2 | -6 | 3 | -7 | 1
COc1ccccc1S(=O)(=O)N(C)C[C@H]1OCc2ccccc2-c2c(n(C)c3ccccc23)C(=O)N([C@H](C)CO)C[C@@H]1C | / | 11 | 0 | ? | 0 | -1 | 15*
COc1cccc(NC(=O)C[C@@H]2CC[C@@H]3[C@@H](COc4ccc(NC(=O)C5CC5)cc4C(=O)N3C)O2)c1 | 16 | -0.1 | 3 | -1 | 3 | 4 | 1
CCNC(=O)C1(C)CCCN(C(=O)COCc2ccccc2)C1 (centres undefined) | -1 | 0.0 | -8 | -8 | 4 | 0 | /
COCC(=O)N(C)C[C@@H]1Oc2cc(-c3ccc(C)cc3)ccc2S(=O)(=O)N([C@@H](C)CO)C[C@H]1C | 6 | -0.2 | 2 | -1 | 0 | -1 | -5
N#C[C@H]1[C@H](c2ccc(C#Cc3ccccc3F)cc2)[C@H](CO)N1C(=O)C1CCCC1 | / | 0.2 | -2 | ? | -15 | / | /
COC(=O)C1C(O)=C(C=Nc2ccc3ccccc3c2)C(=O)CC1(C)C (centres undefined) | / | 3.5 | -3 | 9 | -13 | -2 | -3
COC(=O)c1ccc(C(=O)N2CCCC(C)(C(=O)NS(=O)(=O)C3CC3)C2)cc1 (centres undefined) | -2 | -0.3 | 6 | -3 | 15 | 4 | -3
Cn1cnc(S(=O)(=O)N2CCCCN3[C@@H](CO)[C@H](c4ccc(C5=CCCC5)cc4)[C@@H]3C2)c1 | / | / | -3 | 7 | -2 | 11 | 1
CO[C@@H]1CN(C)C(=O)c2cc(NC(=O)NC3CCCCC3)ccc2OC[C@H](C)N(CC2CC2)C[C@H]1C | -20 | 0.3 | 1 | 5 | -6 | -3 | 4
CC(C)Cn1c(CN(Cc2ccccc2)Cc2ccccc2)nc2c1c(=O)n(C)c(=O)n2C | 3 | -0.5 | 3 | -5 | -2 | -5 | 0
COc1ccccc1NC(=O)N[C@H]1C=C[C@@H](CC(=O)N2CCC(Cc3ccccc3)CC2)O[C@H]1CO | 11 | 0.2 | 2 | 4 | 5 | 1 | 4
Cc1c(C(=O)NCc2ccc(C(F)(F)F)cc2)sc(=O)n1Cc1ccc(S(=O)(=O)N(C)C)cc1 | 7 | -2.8 | 4 | -2 | -2 | -5 | -1
COC(=O)CNC(=O)Cc1c(F)cccc1Cl | -7 | / | -2 | / | -3 | 0 | -7
CCC(C)NCCOCCOc1ccc(Cl)c(C)c1C (centres undefined) | / | -1.7 | 9 | / | -9 | / | -3
O=C(Nc1ccc(-c2nc3c(ccc4ccccc43)o2)cc1)c1ccco1 | -63 | / | -5 | -5 | 7 | -3 | -2
CC(C)(C)OC(=O)CNC(=O)c1[nH]cnc1C(=O)NCC(=O)OCc1ccccc1 | -5 | / | 2 | -7 | -1 | 3 | -3
CC1=C(C(=O)OC2CCCCC2)C(c2ccc(N(C)C)cc2)NC(=O)N1 (centres undefined) | 1 | -0.2 | 0 | 9 | -5 | -2 | 2
C=CCc1cccc(/C=N/NC(=O)C[n+]2ccccc2)c1O | 3 | 1.1 | 0 | 2 | 6 | -1 | 5
(next part)
SMILES | Statin myotox sup | E-sel inducer | ERp5 inh | DENV2 CPE | S100A4 inh HTS | PglD DTNB | SIRT5 block
O=C(Nc1cccc(F)c1)N[C@H]1CC[C@@H](CCNS(=O)(=O)c2cccc(Cl)c2)O[C@@H]1CO | -4 | 0.9 | -2 | 1 | 6 | -1 | 2
Cc1noc(C)c1NC(=O)N(C)C[C@@H]1Oc2ncc(C#CC3CCCC3)cc2C(=O)N([C@@H](C)CO)C[C@H]1C | 18 | 9.1 | 4 | 14 | 4 | 8 | -2
COc1ccc(C2NC(=O)C(C#N)=C(S)N2c2ccccc2)cc1OC (centres undefined) | / | 1.2 | 1 | -10 | -1 | / | -1
O=C(Nc1cc(Cl)ccc1-n1cncn1)c1ccc(F)c(S(=O)(=O)N2CCOCC2)c1 | -7 | 0.9 | 2 | -2 | 1 | 0 | -2
CCC(=O)/C=C1/Sc2ccc(OC)cc2N1CC | -5 | / | -6 | -3 | -3 | -1 | 3
O=C(NCC[C@H]1CC[C@H](NC(=O)c2ccccc2F)[C@H](CO)O1)c1ccc2c(c1)OCO2 | -1 | 0.0 | 3 | 0 | -3 | -1 | 5
O=C(NCc1ccc2c(c1)OCO2)c1ccc(Br)o1 | 22 | 0.1 | -1 | -4 | 1 | 4 | -2

By substructure: the entries above with an NH in an aromatic ring (three)
SMILES | Statin myotox sup | E-sel inducer | ERp5 inh | DENV2 CPE | S100A4 inh HTS | PglD DTNB | SIRT5 block
Cc1ccccc1-n1c(=S)[nH]c2nc3c(cc2c1=O)COC(C)(C)C3 | -8 | 0.0 | 4 | -6 | -12 | / | 0
Cc1cc(C)c(S(=O)(=O)NCCc2cc3ccc(C)c(C)c3[nH]c2=O)c(C)c1 | 2 | / | -3 | 0 | -4 | -1 | 0
CC(C)(C)OC(=O)CNC(=O)c1[nH]cnc1C(=O)NCC(=O)OCc1ccccc1 | -5 | / | 2 | -7 | -1 | 3 | -3
